Screens from PubChem.
KB-V1 cytotox – kills drug-selected multidrug resistant KB-V1 cells; AID 1347076; KB-V1 MDR cells viability, CellTiter-Glo, 72 h; Potency, µM (top dose mostly 46.1 µM), without a hit: top-dose activity change, negative = cytotoxicity, hits mostly cytotoxic; hit rate 3.4% among 400,000; note: potency is the fitted concentration of half-maximal effect; % is set by controls: 0 for no effect and ±100 for the full control effect; nearly all actives have a fitted effect of over 60% in size
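Cytotoxicity toward P-gp-expressing KB-V1 cells was determined as loss of CellTiter-Glo luminescence after 72 h at 37 degrees C. Compounds were tested in quantitative HTS format across a concentration range, with curves fitted to normalized data.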
SW480 rerep – induces DNA re-replication in SW480 colon adenocarcinoma cells; hit rate 1.8% among 340,000; Potency, µM (highest dose often 46.1 µM), for the others: top-dose re-replication activation, actives largely listed as activators; AID 624297; SW480 DNA re-replication, Hoechst DNA content imaging, 48 h; note: potency is the fitted concentration of half-maximal effect; % of control where 0% means no effect; nearly all actives have a fitted effect of over 55% in size
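Per well, 250 cells were exposed to pinned compound for 48 hr. Nuclear DNA was visualised with Hoechst (40 min, 37 C) and total object intensity recorded by fluorescence scanning.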
MCF10A rereplic – DNA re-replication induction in MCF 10a cells. hit rate 2.9% among 350,000. MCF 10A DNA re-replication, Hoechst nuclear intensity, 48 h. Potency, µM (series often up to 46.1 µM), for inactives: top-dose activity, positive = re-replication, hits mostly activators. AID 624296; note: potency is the fitted concentration of half-maximal effect; % of control where 0% means no effect; nearly all actives have a fitted effect of over 50% in size
D3 ag – activates the human D3 dopamine receptor. hit rate 0.58% among 410,000. P35462. D3R DiscoveRx beta-arrestin cells, luminescence, 90 min. AID 652048. max activation, %; in the data active = max activation above about 30%; note: 0% is about no effect; mostly tested at two doses, the higher about 12 µM
Target sequence (P35462 whole entry, looked up): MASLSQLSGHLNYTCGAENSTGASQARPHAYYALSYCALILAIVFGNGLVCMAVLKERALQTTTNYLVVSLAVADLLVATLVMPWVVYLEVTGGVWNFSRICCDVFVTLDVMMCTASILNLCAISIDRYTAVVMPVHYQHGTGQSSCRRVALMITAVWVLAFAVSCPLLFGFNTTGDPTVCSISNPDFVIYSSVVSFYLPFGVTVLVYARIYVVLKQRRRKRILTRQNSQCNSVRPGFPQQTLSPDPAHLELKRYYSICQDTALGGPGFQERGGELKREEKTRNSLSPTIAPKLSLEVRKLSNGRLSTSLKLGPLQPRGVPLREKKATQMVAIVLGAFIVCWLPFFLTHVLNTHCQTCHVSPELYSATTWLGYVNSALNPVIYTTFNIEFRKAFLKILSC
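Cells at 1500/well, incubated overnight, then treated with pinned compounds (dopamine as control) for 90 min at 37 degrees C. DiscoveRx reagent added for 30 - 60 minutes at room temperature; luminescence read.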
HEK293 tox – cytotoxic in the GLP-1 receptor inverse agonist counter-screen; HEK293 cAMP-luciferase reporter cells, luminescence, 24 h; Potency, µM (doses to about 38.3 µM), inactives show top-dose activity change, negative = inhibition, actives largely listed as inhibitors; hit rate 0.13% among 410,000;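 note: loss of luciferase light is scored as toxicity; potency is the fitted concentration of half-maximal effect; % is set by controls: 0 for no effect and ±100 for the full control effect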
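Step one: seed cells (200 cells/uL, DMEM with 10% Nu serum, 1% pen-strep). Step two: 12-hour incubation at 37 deg C. Step three: pin 23 nL compound, incubate 24 hr. Step four: add luciferase reagent, read luminescence 12 min later.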
HT1080-NT tox – kills 2HG-producing HT-1080-NT fibrosarcoma cells; AID 686970; HT-1080-NT fibrosarcoma viability, CellTiter-Glo ATP luminescence, 48 h; hit rate 1.6% among 360,000; Potency, µM (top dose mostly 46.1 µM), for the others: top-dose activity, negative = less viability, hits mostly cytotoxic;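 note: NT is the 2HG producing partner of a matched IDH1 knockdown line; potency is the fitted concentration of half-maximal effect; 0% = DMSO-treated cells and -100% = media-only wells without cells; nearly all actives have a fitted effect of over 55% in size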
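HT-1080-NT; 750 cells/well; 5% FBS RPMI; 48 h compound, 37 degrees C; CellTiter-Glo luminescence; curve fitting and curve-class assignment.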
IL1B secr inh – inhibitors of inflammasome signaling (IL-1 beta secretion); AID 743279; hit rate 4.7% among 360,000; activity change, % at 57.5 µM; THP-1 LPS/ATP IL-1B secretion, AlphaLISA, 16 h; hits give low values; in the data active = activity change below about -50%; inconclusive = mostly about -30% to -49%; note: % is set by controls: 0 for no effect and ±100 for the full control effect
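THP-1 cells pretreated 1 hr with compounds (up to 57.5 uM final), then stimulated with LPS (250 ng/mL final) plus ATP (1.25 mM final); secreted IL-1B measured by AlphaLISA after 16 hr, decreased signal indicating inhibition.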
HT1080 IDH1KD tx – HT-1080 IDH1 knockdown cell toxicity (counter line); hit rate 2% among 360,000; AID 686971; HT-1080 IDH1 knockdown viability, ATP luminescence, 48 h; Potency, µM (titrated, usually from 46.1 µM), for inactives: top-dose activity, negative = toxicity, most hits filed as cytotoxic;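 note: potency is the fitted concentration of half-maximal effect; 0% = DMSO wells and -100% = cell-free medium wells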
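Assay cells: HT-1080 with IDH1 knockdown, 750 per well, RPMI/5% FBS. Exposure: 48 h at 37 °C following 2 h pre-incubation. Read: CellTiter-Glo luminescence; fitted concentration-response, curve class assigned.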
KB-3-1 cytotox – KB-3-1 parental cell cytotoxicity; KB-3-1 viability, CellTiter-Glo ATP luminescence, 72 h; Potency, µM (series often up to 46.1 µM), for the others: at the highest dose activity change, negative = cytotoxic, usual class: cytotoxic; hit rate 1.4% among 400,000; AID 1347075; note: potency is the fitted concentration of half-maximal effect; % is set by controls: 0 for no effect and ±100 for the full control effect; nearly all actives have a fitted effect of over 60% in size
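Using CellTiter-Glo luminescence, growth of non-resistant KB-3-1 adenocarcinoma cells is assessed 72 h after pin-tool compound addition at 37 °C. Normalized responses across the concentration series yield fitted curves.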
The depositor's hits bear a star; u = inconclusive; x = no result given; & = joins results of further samples; [ ] = dose if it differs, or a comment. Unless noted, calls come from the whole dose curve; as a rule, active = well fitted curve in the direction sought with a large enough effect; inconclusive = small, poorly fitted or top-dose-only effect, or another doubt; inactive = no such curve, though single readings can be large; an effect the other way counts as inactive or inconclusive.

Each structure is followed by: KB-V1 cytotox, SW480 rerep, MCF10A rereplic, D3 ag, HEK293 tox, HT1080-NT tox, IL1B secr inh, HT1080 IDH1KD tx, KB-3-1 cytotox
Cc1ccc(C(=O)NC(NC(=O)c2ccc(C)cc2)C(Cl)Cl)cc1
 : -24%, 3%, u, -6, -27%, -27%, 22, u, -2%
O=C(Cc1ccccc1)NN1C(=O)C2C3C=CC([C@@H]2C1=O)C31CC1 (stereo partly drawn)
 : 7%, -8%, -1%, 6, -2%, 7%, -3, 4%, 16%
Cc1cc(C)c2oc(C(=O)Nc3ccc(S(=O)(=O)N4CCCCC4)cc3)cc(=O)c2c1
 : 5%, x, x, 7, 7%, x, x, x, 6%
Cc1ccc(OCCCCN2CCC(C)CC2)c(Br)c1
 : u, 5%, 15%, -25, u, -8%, -29, -16%, -5%
O=C(CC1(O)C(=O)N(CCc2ccccc2)c2ccccc21)c1ccco1 (stereo not drawn)
 : 0%, 1%, 7%, -4, -8%, 23%, 15, 18%, 1%
CC(O/N=C/c1ccccc1OC(F)F)C(=O)Nc1cccc(S(=O)(=O)N2CCOCC2)c1 (stereo not drawn)
 : 13µM*, -54%[inhibitor], -28%, 3, -18%, 2%, -24, 2%, 16%
O=C(Cn1cc(C(=O)C2CC2)c2ccccc21)Nc1ccc(F)cc1
 : 14%, -17%, 11%, -1, 2%, 8%, 13, -2%, -10%
CCC(=O)c1ccc(N2CCN(C(=O)c3ccccc3Br)CC2)c(F)c1
 : u, 1%, -4%, -3, 0%, -5%, -55*, -3%, u
N#CCC(=O)Nc1ccc(C(=O)NNC(=O)c2ccccc2-n2cccc2)cc1
 : -19%, 5%, 11%, -4, 2%, 7%, -3, 3%, 3%
COc1cccc(NS(=O)(=O)c2nc3nc(C)cc(C)n3n2)c1
 : 5%, -5%, -1%, 3, -7%, 0%, -10, 6%, 1%
CC(C)N1C(=O)c2ccccc2N(Cc2ccccc2)S1(=O)=O
 : -8%, 0%, 7%, -2, 23%, 9%, -1, 8%, 3%
O=C(NNC(=O)c1cc2ccccc2o1)c1ccncc1
 : 25%, -5%, 1%, -2, 1%, 12%, 25, 16%, 0%
C=CCn1c(CSCc2ccc(F)cc2)n[nH]c1=S
 : 26%, -1%, -12%, 1, -19%, 2%, 19, 0%, -1%
Cn1cc([C@@H]2C[C@H]3CN(Cc4cccc(Cl)c4)C(=O)[C@]34CCCN24)c2ccccc21
 : -6%, -6%, 6%, 2, -24%, -29%, 0, u, 0%
O=c1cc(O)c2ccccc2n1Cc1ccccc1
 : -2%, 15%, 7%, 4, -7%, 4%, 23, 13%, -13%

A different layout for part of the listing above.
| structure | KB-V1 cytotox | SW480 rerep | MCF10A rereplic | D3 ag | HEK293 tox | HT1080-NT tox | IL1B secr inh | HT1080 IDH1KD tx | KB-3-1 cytotox |
| --- | --- | --- | --- | --- | --- | --- | --- | --- | --- |
| Cc1ccc(C(=O)NC(NC(=O)c2ccc(C)cc2)C(Cl)Cl)cc1 | -24% | 3% | u | -6 | -27% | -27% | 22 | u | -2% |
| O=C(Cc1ccccc1)NN1C(=O)C2C3C=CC([C@@H]2C1=O)C31CC1 (stereo partly drawn) | 7% | -8% | -1% | 6 | -2% | 7% | -3 | 4% | 16% |
| Cc1cc(C)c2oc(C(=O)Nc3ccc(S(=O)(=O)N4CCCCC4)cc3)cc(=O)c2c1 | 5% | x | x | 7 | 7% | x | x | x | 6% |
| Cc1ccc(OCCCCN2CCC(C)CC2)c(Br)c1 | u | 5% | 15% | -25 | u | -8% | -29 | -16% | -5% |
| O=C(CC1(O)C(=O)N(CCc2ccccc2)c2ccccc21)c1ccco1 (stereo not drawn) | 0% | 1% | 7% | -4 | -8% | 23% | 15 | 18% | 1% |
| CC(O/N=C/c1ccccc1OC(F)F)C(=O)Nc1cccc(S(=O)(=O)N2CCOCC2)c1 (stereo not drawn) | 13µM* | -54%[inhibitor] | -28% | 3 | -18% | 2% | -24 | 2% | 16% |
| O=C(Cn1cc(C(=O)C2CC2)c2ccccc21)Nc1ccc(F)cc1 | 14% | -17% | 11% | -1 | 2% | 8% | 13 | -2% | -10% |
| CCC(=O)c1ccc(N2CCN(C(=O)c3ccccc3Br)CC2)c(F)c1 | u | 1% | -4% | -3 | 0% | -5% | -55* | -3% | u |
| N#CCC(=O)Nc1ccc(C(=O)NNC(=O)c2ccccc2-n2cccc2)cc1 | -19% | 5% | 11% | -4 | 2% | 7% | -3 | 3% | 3% |
| COc1cccc(NS(=O)(=O)c2nc3nc(C)cc(C)n3n2)c1 | 5% | -5% | -1% | 3 | -7% | 0% | -10 | 6% | 1% |
| CC(C)N1C(=O)c2ccccc2N(Cc2ccccc2)S1(=O)=O | -8% | 0% | 7% | -2 | 23% | 9% | -1 | 8% | 3% |
| O=C(NNC(=O)c1cc2ccccc2o1)c1ccncc1 | 25% | -5% | 1% | -2 | 1% | 12% | 25 | 16% | 0% |
| C=CCn1c(CSCc2ccc(F)cc2)n[nH]c1=S | 26% | -1% | -12% | 1 | -19% | 2% | 19 | 0% | -1% |
| Cn1cc([C@@H]2C[C@H]3CN(Cc4cccc(Cl)c4)C(=O)[C@]34CCCN24)c2ccccc21 | -6% | -6% | 6% | 2 | -24% | -29% | 0 | u | 0% |
| O=c1cc(O)c2ccccc2n1Cc1ccccc1 | -2% | 15% | 7% | 4 | -7% | 4% | 23 | 13% | -13% |

Remaining list, next part:
Each structure is followed by: KB-V1 cytotox, SW480 rerep, MCF10A rereplic, D3 ag, HEK293 tox, HT1080-NT tox, IL1B secr inh, HT1080 IDH1KD tx, KB-3-1 cytotox
CCN(CC)C(=O)C1=C(C)N(Cc2ccc(OC)cc2)C(=O)C(CC(=O)NCCN2CCOCC2)C1 (stereo not drawn)
 : -1%, x, x, -6, 6%, 4%, 14, -2%, 2%
Cc1ccc(CNC(=O)[C@H](Cc2ccccc2)NC(=O)c2ccco2)cc1
 : 0%, -7%, 52%, -20, -6%, -7%, 8, 7%, 0%
CC1=C(C(=O)Nc2ccccc2)C2(CCCCC2)C(C#N)=C(S)N1
 : 15%, 1%, 0%, -4, 27%, 2%, 8, -2%, -2%
Cc1ccc(S(=O)(=O)N2CCN(C(=O)c3ccccc3)C2C(C)C)cc1 (stereo not drawn)
 : u, -5%, -4%, -9, 5%, 1%, 2, -3%, -5%
O=C(c1ccc2c(c1)N(Cc1ccccc1F)C(=O)c1ccccc1S2(=O)=O)N1CCC(Cc2ccccc2)CC1
 : 26%, x, x, 7, -9%, x, x, x, u
C/C(CC(=O)Nc1ccc2ccccc2c1)=N\NC(=O)c1ccc(O)c(O)c1
 : -4%, 15%, 3%, 5, -8%, -19%, -12, -17%, -4%
COc1cccc(-c2csc(NNC(=O)c3cccs3)n2)c1
 : 8%, -2%, 11%, 4, u, -9%, -7, -26%, -19%
Cc1c(Cl)cccc1NC(=S)N1CCN(c2ncccn2)CC1
 : -4%, u, 13%, -1, 4%, -2%, 9, 2%, -5%
O=C1OCC(Cn2c3ccccc3c3ccccc32)O1 (stereo not drawn)
 : -4%, -3%, 6%, -16, -8%, 7%, 13, -1%, 3%
CCOC(=O)c1c(NC(=S)Nc2ccc(F)cc2)sc2c1CCC2
 : 11%, -5%, u, 1, -15%, -1%, 12, -18%, 1%
CC1=C(C(=O)N(C)C)CC(CC(=O)NCCN2CCOCC2)C(=O)N1Cc1ccc(C(C)(C)C)cc1 (stereo not drawn)
 : 22%, x, x, -4, 14%, 1%, -8, 11%, 15%
CC(C)CNC(=O)[C@@H]1CSC2c3ccccc3C(=O)N21 (stereo partly drawn)
 : u, -7%, -16%, -9, -1%, 11%, 16, 3%, -2%
Cc1ccc(SCCSc2nc(C)cc(=O)[nH]2)cc1
 : u, 3%, 4%, 7, 3%, 4%, 8, 1%, -18%
Cc1ccc(C)c(N2CCN(C(=O)c3cc(S(=O)(=O)N4CCCC4)cn3C)CC2)c1
 : 0%, -1%, 2%, -8&6, 1%&5%, -5%, -14, -1%, 10%
CCCCn1nnnc1C(c1cc2ccccc2o1)N1CCN(c2ncccc2C#N)CC1 (stereo not drawn)
 : -8%, x, x, 2, 1%, -1%, -3, -13%, -14%

Next compounds
Each structure is followed by: KB-V1 cytotox, SW480 rerep, MCF10A rereplic, D3 ag, HEK293 tox, HT1080-NT tox, IL1B secr inh, HT1080 IDH1KD tx, KB-3-1 cytotox
C/C(=N\Nc1cc(N2CCOCC2)nc(C)n1)c1ccc(F)cc1
 : -9%, u, -10%, 2, -5%, -18%, u, -16%, 19%
O=[N+]([O-])c1cccc(S(=O)(=O)NCCc2cccs2)c1
 : u, -86%[inhibitor], -7%, -9, 2%, 3%, 35, -12%, 6%
Cc1ccccc1Cn1c(=O)n(C)c(=O)c2sccc21
 : 0%, -5%[9.22 µM], u, -11, -8%, 16%, 16, -10%, -12%
CCOC(=O)C1CCCN(C2CC(=O)N(c3ccc(C(C)C)cc3)C2=O)C1 (stereo not drawn)
 : -1%, 2%, -5%, -1, -4%, 1%, 35, 3%, 3%
Cc1csc(SCC(=O)NCc2cccs2)n1
 : 5%, -2%, 0%, -9, 18%, 20%, -8, -3%, 7%
Cc1nc2scc(C)n2c(=O)c1S(=O)(=O)Nc1ccc(F)cc1
 : -6%, 1%, -9%, 7, -8%, -14%, -5, -8%, 0%
CN(Cc1c(C(=O)N/N=C/c2ccccc2)nnn1-c1nonc1N)c1ccccc1
 : 4%, 1%, 7%, 3, -14%, -6%, 0, -4%, 2%
O=C(COC(=O)c1ccc([N+](=O)[O-])o1)NCCc1ccccc1
 : 11%, -14%, 0%, -7, -9%, 1%, -1, 0%, 3%
CN=C(Nc1ccc(Cl)cc1)c1ccc(C(F)(F)F)cc1
 : u, 2%, 6%, -3, -9%, 3%, 0, 7%, -23%
O=C1CCCC(=O)C1C(=O)C1CCN(S(=O)(=O)c2ccccc2)CC1
 : u, u, -9%, 9, -1%, 7%, 55, 7%, 1%
